Wnt act = activates Wnt/beta-catenin signaling in a reporter cell assay; actives 1.2% (n = 300,000); activation, % at 9.35 µM; activator, plate reader; AID 743398; in the data active = activation above about 30%, passing the limit was not always enough; inconclusive = no clear call, values can overlap the other calls;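 also: 0% = neutral control wells and 100% = positive control wells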
E coli growth = bacterial growth inhibition, counter-screen for AddAB inhibitors | E. coli V3065 growth, OD600 absorbance, 18 h | inhibition, % at 11.9 µM | actives 0.27% (n = 330,000);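 active = inhibition above the campaign's mean inhibition across all tested compounds plus 3 SD, cut at about 9.9% in these data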;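 also: uninfected addAB+ strain grown without phage in ampicillin broth; 0% = DMSO wells and 100% = ciprofloxacin 0.95 µg/ml wells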
SR-BI DiI-HDL act = SR-BI HDL lipid transfer activation; CHO ldlA[mSR-BI] cells, DiI-HDL uptake fluorescence, 3 h; 100 = double the neutral-control signal; activation, % at 12.5 µM; actives 0.096% (n = 320,000);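 active = mean replicate activation of at least 60% and every replicate at or above 60%; inconclusive = mean or all-replicate condition met, but not both; inactive = mean below 60% and not all replicates reaching 60%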;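 also: 0% = median plate neutral-control signal and 100% = twice that signal; values of inactives mirror those of a sister screen read the other way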
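Assay system: LDL receptor-deficient CHO ldlA cells overexpressing murine SR-BI / Medium: BSA-supplemented, HEPES-buffered Ham's F12, pH 7.4 / Probe or stimulus: DiI-labelled HDL at 10 µg/mL final / Timing: compound with DiI-HDL co-incubation, 3 h at 37 °C / Technique: bottom-read cell fluorescence after medium removal, ex 550/em 595 nm / Measure: HDL uptake via cellular fluorescence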
CAL PDZ FP-1 = inhibitors of human CAL PDZ peptide binding. actives 0.92% (n = 300,000). AID 602252. inhibition, % at 24.9 µM. Q9HD26. purified CAL PDZ, TMR-peptide fluorescence polarization, 1 h;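 active = mean inhibition of at least 30% with at least half of replicates also reaching 30%; inconclusive = no clear call, values can overlap the other calls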;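 also: 0% = DMSO neutral control and 100% = excess unlabeled competitor peptide PRC23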
CAL PDZ FP-2 = human CAL PDZ-peptide interaction inhibition | Q9HD26 | purified CAL PDZ, TMR-peptide fluorescence polarization, 1 h | inhibition, % at 20 µM | actives 0.02% (n = 330,000) | AID 504414;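 active = highest replicate inhibition of at least 40%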;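 also: plate controls were DMSO neutral control wells for no effect and unlabeled competitor peptide control wells for full effect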
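Control set: unlabelled peptide and DMSO controls / Material: purified CerCALP PDZ construct / Timing: 1 h incubation at room temperature before polarization reading / Doses: 20 µM, one dose / Detection: fluorescence polarization (mP)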
AddAB inh = less growth of phage-infected E. coli with AddAB. E. coli expressing H. pylori AddAB, absorbance growth. inhibition, % at 11.9 µM. actives 0.29% (n = 330,000). AID 435030; in the data active = inhibition above about 12%;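 also: 0% = vehicle wells of infected cells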
MITF TRPM1 HTS = activators of MITF-driven TRPM1 promoter activity in SK-MEL-5 cells; SK-MEL-5 TRPM1-promoter luciferase, 24 h; % of positive control, neutral wells = 0; activation, % at 12.5 µM; actives 0.75% (n = 300,000); AID 588334;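 active = mean activation of at least 80% with every replicate also reaching 80%; inconclusive = mean reaches 80% but some replicate falls short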;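 also: 0% = neutral control wells and 100% = parthenolide positive control wells; values of inactives mirror those of a sister screen read the other way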
phage Ecoli inh = E. coli growth loss with phage present; growth absorbance; inhibition, % at 11.9 µM; actives 0.26% (n = 360,000); AID 651602; in the data active = inhibition above about 11%
Tat export inh = E. coli Tat transport inhibition. E. coli MC4100 TorA-mCherry Tat export, fluorescence. actives 0.036% (n = 340,000). inhibition, % at 10 µM. AID 488895;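 active = mean replicate inhibition at least 50% and at least half of replicates individually reaching 50%; inconclusive = only one of the two criteria met; inactive = neither criterion met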;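 also: exported cargo escapes ClpAP degradation while cytoplasmic cargo is degraded and loses fluorescence; 0% = median of neutral control wells and 100% = median of NaSCN control wells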
SR-BI HDL uptake = blocks mouse SR-BI lipid uptake from DiI-HDL; Q61009; inhibition, % at 12.5 µM; ldlA[mSR-BI] CHO cells, DiI-HDL uptake fluorescence, 3 h; actives 0.96% (n = 320,000); AID 488896;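 active = mean replicate inhibition of at least 70% and a set share of replicates each scoring 70 or more; inconclusive = meets just one of the two criteria; inactive = fails both criteria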;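 also: 0% = median of neutral control wells and 100% = median of positive control wells; values of inactives mirror those of a sister screen read the other way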
Target sequence (Q61009 whole entry, looked up): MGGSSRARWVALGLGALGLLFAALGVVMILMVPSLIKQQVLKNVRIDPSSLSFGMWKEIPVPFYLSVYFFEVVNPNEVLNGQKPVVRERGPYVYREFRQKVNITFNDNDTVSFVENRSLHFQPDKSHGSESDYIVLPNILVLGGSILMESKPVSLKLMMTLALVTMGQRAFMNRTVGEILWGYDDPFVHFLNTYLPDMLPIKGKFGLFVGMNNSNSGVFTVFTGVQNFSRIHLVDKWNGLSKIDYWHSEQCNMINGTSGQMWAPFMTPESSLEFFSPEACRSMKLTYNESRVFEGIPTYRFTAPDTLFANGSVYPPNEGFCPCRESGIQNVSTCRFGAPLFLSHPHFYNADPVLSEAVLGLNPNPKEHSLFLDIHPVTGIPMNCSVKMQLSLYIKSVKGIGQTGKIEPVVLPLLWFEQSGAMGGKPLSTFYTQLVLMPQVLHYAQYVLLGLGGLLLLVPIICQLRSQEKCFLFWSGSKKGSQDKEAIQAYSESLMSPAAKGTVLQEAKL
An asterisk follows results filed as active; ? = inconclusive; / = no result given.

Order of results – E coli growth	Wnt act	SR-BI DiI-HDL act	SR-BI HDL uptake	CAL PDZ FP-1	AddAB inh	MITF TRPM1 HTS	Tat export inh	phage Ecoli inh	CAL PDZ FP-2
COc1cc(C)c2c(c1C=O)Oc1c(c(C)c(O)c3c1C(O)OC3=O)OC2=O (centres undefined)
  -0.2	-1	19	-19	-5	5.5	1	-12	0.7	-1.3
C/C(=N\NC(=O)c1cc(-c2cccnc2)nc2ccccc12)c1ccccc1O
  0.5	-1	-107	107*	/	8.6	-12	-4	5.5	-1.3
O=C(CCCc1nc2ccccc2s1)NCc1ccc(F)cc1
  -0.7	-3	-5	5	-3	1.8	2	3	4.6	0.1
CC(C)S(=O)(=O)N1CCN(c2ccnc3cc(Cl)ccc23)CC1
  -1.1	-1	-5	5	/	0.7	/	-10	4.6	-0.5
NS(=O)(=O)c1cc(C(=O)N2CCNC(=O)C2)ccc1Cl
  1.8	1	/	/	/	0.3	-7	3	2.4	-0.8
COCCNC(=S)N1CCN(Cc2ccc3c(c2)OCO3)CC1
  -1.7	0	8	-8	-1	-2.4	-1	14	1.9	0.0
N#CC(c1ccccc1)N(CCCCl)C(=O)c1ccccc1 (centres undefined)
  2.2	10	-3	3	-3	0.1	13	4	3.4	-2.4
CC(C)NC(=O)CN(Cc1ccc2c(c1)OCO2)C(=O)CCC(=O)Nc1ccccn1
  1.8	0	1	-1	8	2.7	6	-4	-0.2	-0.3
Cc1noc(C)c1CSCC(=O)Nc1cc(S(=O)(=O)N2CCCCC2)ccc1OC(C)C
  1.0	-3	5	-5	/	0.3	-2	10	1.9	-1.5
Cc1ccc(NC(=O)CSc2nc3[nH]ncc3c(=O)[nH]2)c(C)c1
  -0.8	-3	21	-21	-4	0.1	10	7	1.7	-2.6
COC(=O)C(CC(=O)c1ccc(Br)cc1)n1cccn1 (centres undefined)
  0.2	-2	0	0	-3	1.2	/	8	1.8	0.5
COCCN1Cc2cccc(C(=O)Nc3ccc(S(=O)(=O)N4CCCCCC4)cc3)c2C1=O
  1.8	-1	/	/	-10	-0.8	1	2	-0.3	-0.3
CCOC(=O)C1CCCN(S(=O)(=O)c2ccc(Cl)nc2)C1 (centres undefined)
  0.9	-1	26	-26	46*	0.3	5	2	3.6	0.9
COC(=O)c1ccccc1NC(=O)c1cc[n+](C)cc1
  1.2	2	4	-4	/	1.9	/	-3	4.1	-0.4
Cc1cccc(C(=O)Nc2nnc(COc3ccccc3)s2)c1
  1.9	4	-4	4	-5	0.8	-6	-2	2.5	22

SR-BI HDL uptake: entries above that show a hit.
SMILES,Wnt act,SR-BI DiI-HDL act,SR-BI HDL uptake,CAL PDZ FP-1,AddAB inh,MITF TRPM1 HTS,Tat export inh,phage Ecoli inh,CAL PDZ FP-2
C/C(=N\NC(=O)c1cc(-c2cccnc2)nc2ccccc12)c1ccccc1O,-1,-107,107*,/,8.6,-12,-4,5.5,-1.3

Among those listed so far, 3 have four or more nitrogen atoms:
Order of results – E coli growth	Wnt act	SR-BI DiI-HDL act	SR-BI HDL uptake	CAL PDZ FP-1	AddAB inh	MITF TRPM1 HTS	Tat export inh	phage Ecoli inh	CAL PDZ FP-2
C/C(=N\NC(=O)c1cc(-c2cccnc2)nc2ccccc12)c1ccccc1O
  0.5	-1	-107	107*	/	8.6	-12	-4	5.5	-1.3
CC(C)NC(=O)CN(Cc1ccc2c(c1)OCO2)C(=O)CCC(=O)Nc1ccccn1
  1.8	0	1	-1	8	2.7	6	-4	-0.2	-0.3
Cc1ccc(NC(=O)CSc2nc3[nH]ncc3c(=O)[nH]2)c(C)c1
  -0.8	-3	21	-21	-4	0.1	10	7	1.7	-2.6

New compounds follow
Order of results – E coli growth	Wnt act	SR-BI DiI-HDL act	SR-BI HDL uptake	CAL PDZ FP-1	AddAB inh	MITF TRPM1 HTS	Tat export inh	phage Ecoli inh	CAL PDZ FP-2
O=C(O)CN1C(=O)N/C(=C\c2cccn2-c2ccc(P(=O)(O)O)cc2)C1=O
  -0.4	-1	13	-13	-1	0.8	-5	-3	3.4	-0.1
COc1ccc2nc(NC(=O)C3CCCN(S(=O)(=O)c4cccs4)C3)sc2c1 (centres undefined)
  -1.2	/	-42	42	/	2.2	0	-3	1.4	-1.4
COc1ccc(CN2C(=O)C(Cc3ccccc3)Nc3ncnc(N4CCN(c5ccccc5)CC4)c32)cc1 (centres undefined)
  0.3	-2	5	-5	-3	2.5	-8	-7	2.5	-0.2
CCOC(=O)C1=C(C)N(C)C(=S)NC1c1ccc(Cl)cc1Cl (centres undefined)
  0.5	-1	-17	17	-2	1.9	-15	16	1.5	-2.4
CCNc1nc(NC(C)CC)nc(ON=C(C)C)n1 (centres undefined)
  0.4	-1	-5	5	/	4.0	-3	-4	4.7	-0.5
Cc1ccc2c(c1)c1c(n2CC(O)CN2CCC(C)CC2)CCCC1 (centres undefined)
  -1.1	-3	/	/	-4	-0.2	3	-6	5.3	-4.9
CCOc1ccc2ccccc2c1C(=O)N1CCN(c2ccccc2)CC1
  -1.1	-8	-22	22	-1	1.4	-20	0	3.9	0.5
O=C(O)C1CCC(CNCc2ccncc2)CC1 (centres undefined)
  0.4	3	-36	36	0	-2.5	-3	-2	-0.7	-0.5
CN(C(=O)COC(=O)c1ccc[nH]c1=O)C1CCCCC1
  0.2	2	9	-9	-2	0.3	-7	5	1.7	-0.5
CC(=O)c1cccc(N2Cc3ccccc3C2=NC(=O)CCl)c1
  0.5	1	8	-8	1	-0.2	-5	-4	2.5	-1.8
CCN(Cc1ccccc1)C(=O)CCS(=O)(=O)c1cc2c(cc1Cl)NC(=O)CO2
  -1.9	-1	4	-4	/	-2.6	/	-7	3.6	-1.2
COc1ccc(CCNC(=O)C2CC(c3c(Cl)cccc3Cl)=NO2)cc1 (centres undefined)
  -1.3	0	-1	1	2	0.2	5	1	1.4	-1.1
CC(C)N(C)CCOC(=O)c1ccccc1Cl
  0.0	-2	9	-9	7	-0.1	-11	-2	3.4	-1.1
O=S(=O)(O)c1nc2ccccc2n1CCOc1ccccc1
  -0.6	/	3	-3	2	2.0	-9	-1	-1.3	-3.2
Cc1cc(/C=N\NC(=O)CC(=O)NC2CCCCC2)c(C)n1-c1ccc(Cl)c(Cl)c1
  -2.0	-3	-16	16	-1	1.8	2	7	-0.7	-1.7

Other results.
Order of results – E coli growth	Wnt act	SR-BI DiI-HDL act	SR-BI HDL uptake	CAL PDZ FP-1	AddAB inh	MITF TRPM1 HTS	Tat export inh	phage Ecoli inh	CAL PDZ FP-2
NC(N)=NC1=NC(=O)/C(=C/c2ccccc2-n2cccn2)S1
  2.0	-1	2	-2	-7	-0.4	-10	-5	0.6	-1.1
CC1(c2ccccc2)CC(C)(C)N(C(N)=O)c2ccccc21 (centres undefined)
  -1.9	0	1	-1	-4	0.8	/	-1	1.8	-1.4
CCOc1ccc(N(CC(=O)NC(C)CC)S(C)(=O)=O)cc1 (centres undefined)
  0.6	/	?	-149	-3	7.1	/	-3	3.1	-1.7
CCCS(=O)(=O)Nc1ccc(-c2cn3c(n2)SCC3)cc1
  2.4	/	8	-8	-7	5.3	9	-3	/	0.2
COC(=O)c1ccccc1NC(=O)Cn1c(=O)n(Cc2ccccc2)c(=O)c2c(C)c(C)sc21
  1.8	2	8	-8	-4	2.6	-2	-3	2.7	-1.5
CCCCCCN(C(=O)CCCCCN1C(=O)NC(c2ccc(-c3ccccc3)cc2)C(C(=O)OCc2ccccc2)=C1C)C(C)C(=O)NCCCC (centres undefined)
  -0.9	-16	/	/	/	0.7	/	/	3.0	/
COc1cccc(N(C(=O)CNC(=O)c2ccco2)C(C(=O)NC2CCCC2)c2ccco2)c1 (centres undefined)
  -1.1	-1	/	/	-3	0.9	/	-6	-0.1	-1.6
COc1ccc(S(=O)(=O)NCCc2cn3cccc(C)c3n2)cc1OC
  -2.4	-6	-4	4	-5	-5.6	/	-14	2.4	-0.6
Cc1ccc(C)c(NC(=O)COC(=O)CNC(=O)c2ccccc2Cl)c1
  -0.1	1	10	-10	8	0.7	-8	2	2.9	-0.7
COCCOC(=O)C1=C(N)Oc2c(oc(CO)cc2=O)C1c1c(F)cccc1Cl (centres undefined)
  1.2	-4	1	-1	/	4.3	4	2	3.3	-0.3
CC1(C)CC(=O)C2=C(C1)N1C(=C(C#N)C2c2ccc(Cl)cc2)N=C(N)c2ccccc21 (centres undefined)
  0.0	1	32	-32	-1	6.3	-44	6	3.8	0.2
CCC(=O)N1CCc2cc(Br)cc(S(=O)(=O)CCC(=O)NCC3CCCO3)c21 (centres undefined)
  -3.3	/	2	-2	0	-1.6	-8	1	1.6	-3.2
O=C(COc1ccccc1)NS(=O)(=O)c1ccc(Cl)cc1
  -0.6	-2	24	-24	-1	1.5	2	1	0.2	0.3
CCN(C[C@H]1N[C@@](Cc2ccccc2)(C(=O)OC)[C@H]2C(=O)N(C)C(=O)[C@@H]12)C(=O)Nc1ccc(C(F)(F)F)cc1
  0.7	-1	26	-26	12	2.4	0	5	2.9	-1.6
CC(Sc1nc2ccccc2c(=O)n1C)C(=O)NC1CCCCC1C (centres undefined)
  3.7	/	18	-18	6	1.4	-15	?	/	-0.9

Next part:
Order of results – E coli growth	Wnt act	SR-BI DiI-HDL act	SR-BI HDL uptake	CAL PDZ FP-1	AddAB inh	MITF TRPM1 HTS	Tat export inh	phage Ecoli inh	CAL PDZ FP-2
C=CCn1c(C)cc(C(=O)CN2C(=O)c3ccccc3C2=O)c1C
  -0.4	14	-13	13	-4	3.6	-11	?	-0.9	-1.2
CC1Cc2cc(-c3csc(NC(=O)CCl)n3)ccc2N1C(=O)C1CC1 (centres undefined)
  /	0	11	-11	/	/	50	-4	0.7	0.3
O=C(O)CCCNC(=O)/C(=C\c1ccc(Cl)cc1)NC(=O)c1ccc(Br)cc1
  -1.7	0	-1	1	-4	1.5	-6	-14	2.7	-0.5
Cc1ccc(N2CCN(C(=O)CCc3nc4ccccc4[nH]3)CC2)c(C)c1
  -0.7	-3	3	-3	-2	-0.6	-6	1	1.4	1.5
COCCN(CCOC)C(=O)C12CCC(C)(C(=O)C1)C2(C)C (centres undefined)
  0.4	/	10	-10	1	3.3	/	-3	-2.0	-0.5
Cc1ccc(-n2ncc3c(=O)n(CC(=O)N4CCN(C(=O)c5ccco5)CC4)cnc32)cc1
  0.0	-4	-4	4	-3	0.1	-29	-1	3.1	0.5
COc1ccc(-c2ncc3ccccn23)cc1OC
  0.3	/	-6	6	-1	1.9	28	-1	-4.0	/
O=[N+]([O-])c1cccc(CSC2=NCCN2S(=O)(=O)c2ccccc2)c1
  -0.7	-3	/	22	/	-0.2	-10	-4	1.8	0.0
CC(=O)N(C)C1=C(N2CCOCC2)C(=O)c2ccccc2C1=O
  -1.2	/	32	-32	-1	-1.9	-87	-3	/	-0.8

Screens as filed in PubChem BioAssay.
